AmpC inh detg = AmpC beta-lactamase inhibition with detergent present; 0.041% of 370,000 active; AID 485294; AmpC hydrolysis of nitrocefin, absorbance 480 nm, 0.01% Triton; P00811; Potency, µM (highest dose often 114 µM), for the others: top-dose activity change, negative = inhibition, actives largely listed as inhibitors;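 also: potency is read from the fitted curve at half-maximal effect; 0% = no-compound wells and -100% = no-enzyme wells; nearly all actives have a fitted effect of over 25% in size; some results filed as inactive show a strong effect at the top dose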
Target sequence (P00811 whole entry, looked up): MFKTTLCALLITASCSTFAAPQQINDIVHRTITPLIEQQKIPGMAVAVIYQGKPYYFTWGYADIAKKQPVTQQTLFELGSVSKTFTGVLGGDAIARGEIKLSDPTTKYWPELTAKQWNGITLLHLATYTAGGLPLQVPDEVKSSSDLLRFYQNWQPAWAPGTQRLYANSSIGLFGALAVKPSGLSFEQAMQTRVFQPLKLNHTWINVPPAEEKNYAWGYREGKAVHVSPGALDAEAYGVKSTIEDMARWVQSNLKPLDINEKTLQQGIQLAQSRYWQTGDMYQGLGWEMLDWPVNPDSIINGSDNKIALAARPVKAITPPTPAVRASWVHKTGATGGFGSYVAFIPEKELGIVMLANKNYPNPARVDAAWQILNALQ
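AmpC (5.3 nM in the dispensed reagent) in 20 mM phosphate pH 7.0 with 0.01% (detergent screen) or 0.0001% Triton X-100 was preincubated with compounds for 15 min at room temperature. Nitrocefin was then added from an 800 uM solution, and hydrolysis was followed at 480 nm.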
AMA1-RON2 inh = AMA1-RON2 (P. falciparum) interaction inhibition; AlphaScreen AMA1-biotinylated RON2 peptide binding; Potency, µM (titrated, usually from 58.2 µM), without a hit: at the highest dose activity change, negative = inhibition, hits mostly inhibitors; 0.2% of 360,000 active;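 also: potency is read from the fitted curve at half-maximal effect; 0% = vehicle wells and -100% = peptide control; nearly all actives have a fitted effect of over 45% in size; some results filed as inactive show a strong effect at the top dose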
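AMA1 (3D7) with his tag at 25 nM final met compounds first, then biotinylated RON2 peptide at 25 nM; detection used donor plus acceptor beads, 10 µg/mL apiece, read by AlphaScreen after 30 min at room temperature.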
Giardia FBPA inh = blocks Giardia fructose-bisphosphate aldolase activity; A8B2U2; purified Giardia FBPA; Potency, µM (doses to about 59.6 µM), for the others: at the top dose activity, negative = inhibition, most hits filed as inhibitors; 0.71% of 290,000 active; also: potency is read from the fitted curve at half-maximal effect; nearly all actives have a fitted effect of over 55% in size
Target sequence (A8B2U2 whole entry, looked up): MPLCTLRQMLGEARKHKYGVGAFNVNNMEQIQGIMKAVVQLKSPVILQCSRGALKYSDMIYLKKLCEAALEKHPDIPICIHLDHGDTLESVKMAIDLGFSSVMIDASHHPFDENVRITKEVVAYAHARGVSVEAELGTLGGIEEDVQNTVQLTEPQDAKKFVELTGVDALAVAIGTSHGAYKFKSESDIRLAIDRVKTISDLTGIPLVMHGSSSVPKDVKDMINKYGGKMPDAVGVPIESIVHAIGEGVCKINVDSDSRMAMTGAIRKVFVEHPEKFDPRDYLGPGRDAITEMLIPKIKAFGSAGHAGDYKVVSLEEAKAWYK
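Giardia FBPA (40 nM reagent) was preincubated 10 min at RT with compound (up to 57.5 uM final), then substrate plus GAPDH/TPI/NAD/arsenate coupling system with diaphorase/resazurin was added; resorufin fluorescence (525/598 nm) was read after 20 min.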
HCV inh = inhibitors of hepatitis C virus infection; Huh7.5.1 HCVcc-Cre infection, luciferase reporter, 44 h; Potency, µM (highest dose often 41.8 µM), inactives show at the highest dose activity change, negative = inhibition, actives largely listed as inhibitors; 3.4% of 340,000 active; AID 651820; also: potency is read from the fitted curve at half-maximal effect
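Infectious HCVcc-Cre (~0.5 moi) was added to cells just after compound, with cells seeded 4 h earlier at 1,000 per well. Luciferase activity after 44 h culture reported infection; substrate was incubated 15 min at room temperature before reading.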
HCMV inh = blocks human cytomegalovirus replication; HFF cells, HCMV-luciferase reporter, 72 h; stronger effect = lower value; activity change, negative = inhibition, % at 57.5 µM; 4.5% of 410,000 active; in the data active = activity change below about -60%; inconclusive = no clear call, values can overlap the other calls; inactive = above about -39%
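Two-dose cell screen: HFF monolayers treated with compounds and infected with luciferase-expressing HCMV at 1 PFU/cell, 72 h at 37C, then lysed for luciferase measurement.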
Sm TGR block = S. mansoni TGR enzyme inhibition. Q962Y6. purified TGR, DTNB reduction, TNB absorbance 405 nm. Potency, µM (titrated, usually from 114 µM), inactives show at the top dose activity change, negative = inhibition, most hits filed as inhibitors. 3% of 360,000 active. AID 485364; also: potency is read from the fitted curve at half-maximal effect; nearly all actives have a fitted effect of over 60% in size
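Kinetic colorimetric format: TGR-catalysed, NADPH-driven DTNB reduction monitored via TNB absorbance. Enzyme dispensed at 20 nM; compound exposure 15 min at room temperature before reaction start.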
Active calls of the source: *; & = joins results of further samples; [ ] = remark or other dose. Unless noted, calls follow the shape of the dose curve; as a rule, active = well fitted curve in the direction sought with a large enough effect; inconclusive = small, poorly fitted or top-dose-only effect, or another doubt; inactive = no such curve, though single readings can be large; an effect the other way counts as inactive or inconclusive. Unless noted, % is scaled to controls: 0 for no effect and ±100 for the full control effect.

Results for COc1cc2c(cc1O)C(Cc1ccc(O)cc1)NCC2 (configuration not stated) ?
AmpC inh detg: 0%; AMA1-RON2 inh: 20%; Giardia FBPA inh: -12%; HCV inh: -2%; HCMV inh: -11; Sm TGR block: -17%

How did CCOc1ccc(N2C(=O)CC(=O)NC2=O)cc1 do in these assays?
AmpC inh detg: -14%; AMA1-RON2 inh: -12%; Giardia FBPA inh: 2%; HCV inh: 13%; HCMV inh: 58; Sm TGR block: inconclusive

How did CCc1ccc(C(=O)c2cc3ccc(O)cc3oc2=O)cc1 do in these assays?
AmpC inh detg: -5%; AMA1-RON2 inh: -16%; Giardia FBPA inh: 12%; HCV inh: 31%[activator]; HCMV inh: -16; Sm TGR block: -7%

Results for Cc1cc(C)n(-c2nc(N(C)C)nc(N3CCOCC3)n2)n1 ?
AmpC inh detg: -15%; AMA1-RON2 inh: 13%; Giardia FBPA inh: -4%; HCV inh: 10%; HCMV inh: inconclusive; Sm TGR block: 3%

Results for Cc1ccc(NC(=O)Cn2cc(S(=O)(=O)N3CCCC3)c(S(=O)(=O)N3CCCC3)c2)cc1C ?
AmpC inh detg: 21%; HCMV inh: 33; Sm TGR block: 8%

How did COc1ccc(N2CCN(C(CNC(C)=O)c3ccco3)CC2)cc1 (configuration not stated) do in these assays?
AmpC inh detg: -7%; AMA1-RON2 inh: 10%; Giardia FBPA inh: 2%; HCV inh: 9%; HCMV inh: 0; Sm TGR block: 11%

Results for O=C(CCl)N(O)c1ccc(C=Cc2ccccc2)cc1 ?
AMA1-RON2 inh: inconclusive; HCV inh: inconclusive; HCMV inh: 8

What do the screens show for `COCCN(C(=O)CSc1nnc(-c2ccncc2)n1C)c1c(N)n(CC(C)C)c(=O)[nH]c1=O`?
AMA1-RON2 inh: 0%; HCV inh: 17%; HCMV inh: 44

What do the screens show for `CCOC(=O)c1noc2nc(C)n(CC(=O)Nc3cc(Cl)ccc3OC)c(=O)c12`?
AmpC inh detg: -4%; HCMV inh: 16; Sm TGR block: -5%

Results for CCOc1ccc(C2c3c(oc4ccccc4c3=O)C(=O)N2c2ccc(C)cn2)cc1OC (configuration not stated) ?
AmpC inh detg: inconclusive; AMA1-RON2 inh: -2%; Giardia FBPA inh: 5%; HCV inh: -4%; HCMV inh: 48; Sm TGR block: 3%

What do the screens show for `CC(=O)c1sc(N2CCOCC2)nc1-c1ccccc1`?
AmpC inh detg: inconclusive; AMA1-RON2 inh: 1%; Giardia FBPA inh: -5%; HCV inh: 9%; HCMV inh: -19; Sm TGR block: 0%

Results for CCOc1ccc(NC(=O)Nc2ccon2)cc1 ?
AmpC inh detg: inconclusive; AMA1-RON2 inh: -11%; Giardia FBPA inh: 1%; HCV inh: 0%; HCMV inh: 13; Sm TGR block: 5%

How did COc1cccc(OC)c1C(=O)Nn1c(C2CCC2)nc2ccccc2c1=O do in these assays?
AmpC inh detg: 6%; AMA1-RON2 inh: -6%; Giardia FBPA inh: 4%; HCV inh: 1%; HCMV inh: -3; Sm TGR block: 12%

Results for CCN(c1cccc(C)c1)S(=O)(=O)c1ccc2c(c1)NC(=O)CCS2 ?
AmpC inh detg: 3%&-3%; AMA1-RON2 inh: -5%; Giardia FBPA inh: -3%; HCV inh: -23%; HCMV inh: 0&-24; Sm TGR block: -14%&6%

Results for COC1=NC(=C(c2ccccc2)c2ccccc2)OC1=O ?
AMA1-RON2 inh: inconclusive; HCV inh: -6%; HCMV inh: -23

How did CCN1C(=O)C(=O)N(CC(=O)c2[nH]c(C)c(C(C)=O)c2C)C1=O do in these assays?
AmpC inh detg: -4%; AMA1-RON2 inh: -5%; HCV inh: inconclusive; HCMV inh: -22; Sm TGR block: -2%

Results for FC(F)(F)c1cc(Oc2ccccc2)nc(-c2ccccn2)n1 ?
AmpC inh detg: 0%; AMA1-RON2 inh: 2%; Giardia FBPA inh: -9%; HCV inh: -18%; HCMV inh: -26; Sm TGR block: 2%

How did COc1ccc([N+](=O)[O-])cc1NC(=S)NC(NC(=O)C(c1ccccc1)c1ccccc1)C(Cl)(Cl)Cl (configuration not stated) do in these assays?
AmpC inh detg: 3%; AMA1-RON2 inh: 31%[activator]; Giardia FBPA inh: 2%; HCV inh: inconclusive; HCMV inh: -106*; Sm TGR block: 10%

How did Cc1ccc(-n2c(Cc3cccn3C)nnc2SCC(=O)Nc2nnc(C)s2)cc1 do in these assays?
AmpC inh detg: inconclusive; AMA1-RON2 inh: -3%; Giardia FBPA inh: 7%; HCV inh: inconclusive; HCMV inh: 22; Sm TGR block: -24%

How did Oc1ccc(NCc2ccc(OCc3ccccc3Cl)cc2)cc1 do in these assays?
AmpC inh detg: 15%; HCMV inh: 7; Sm TGR block: 35µM*

Results for Cc1ccc(CNC(=O)[C@H](C)N2C(=O)N3CCc4c([nH]c5ccccc45)[C@@]3(C)C2=O)cc1 ?
AmpC inh detg: 5%; AMA1-RON2 inh: -2%; Giardia FBPA inh: -11%; HCV inh: inconclusive; HCMV inh: 4; Sm TGR block: 16%

What do the screens show for `Cc1ccc2c(c1)N(CC(=O)N1CCC(O)CC1)C(=O)CO2`?
AmpC inh detg: -12%; AMA1-RON2 inh: 8%; Giardia FBPA inh: 2%; HCV inh: 6%; HCMV inh: -16; Sm TGR block: -10%

Results for COc1cc2[nH]c3c(=O)n(CCN4CCCCC4)cnc3c2cc1OC ?
AmpC inh detg: -19%; AMA1-RON2 inh: -7%; Giardia FBPA inh: -10%; HCV inh: inconclusive; HCMV inh: 14; Sm TGR block: 0%

How did CC(C)[C@H](NC(=O)c1ccccc1Cl)C(=O)OCC(=O)Nc1ccc(S(=O)(=O)N2CCOCC2)cc1 do in these assays?
AMA1-RON2 inh: 10%; HCV inh: -1%; HCMV inh: 58

Results for Cc1nc2cc3nc(C)sc3cc2s1 ?
AmpC inh detg: -4%; AMA1-RON2 inh: -1%; Giardia FBPA inh: -29%; HCV inh: -7%; HCMV inh: 41; Sm TGR block: 8%

Results for CSc1ccc(C2Nc3ccccc3-c3cc(C)nn32)cc1 (configuration not stated) ?
AmpC inh detg: -6%; AMA1-RON2 inh: 10%; Giardia FBPA inh: -3%; HCV inh: 10µM*; HCMV inh: -5; Sm TGR block: -3%

Results for COC(=O)C1=Nc2ccccc2/C1=C\c1c(O)n(-c2ccc(OC)cc2)c(=O)[nH]c1=O ?
AmpC inh detg: 5%; AMA1-RON2 inh: -12%; Giardia FBPA inh: -6%; HCV inh: -19%; HCMV inh: 14; Sm TGR block: -21%

What do the screens show for `Cc1cccc(NC(=O)NCc2ccccn2)c1`?
AmpC inh detg: 2%; AMA1-RON2 inh: 30%; Giardia FBPA inh: 4%; HCV inh: -1%; HCMV inh: 104; Sm TGR block: -1%

Results for CCOc1ccc(NC(=O)c2cnn(-c3ccc(C)c(Cl)c3)c2C2CCNCC2)cc1 ?
AmpC inh detg: 2%; HCMV inh: -40; Sm TGR block: -6%

How did N/C(COc1cccc(Cl)c1)=N\O do in these assays?
AmpC inh detg: -10%; AMA1-RON2 inh: 9%; Giardia FBPA inh: 5%; HCV inh: 6%; HCMV inh: -8; Sm TGR block: 4%

How did CC(C)(C)NC(=O)C(c1ccco1)N(Cc1ccc(F)cc1)C(=O)c1snc(C(N)=O)c1N (configuration not stated) do in these assays?
AmpC inh detg: inconclusive; AMA1-RON2 inh: -3%; Giardia FBPA inh: 2%; HCMV inh: -34; Sm TGR block: -3%

How did O=[N+]([O-])c1ccc(Cl)cc1Sc1ccccn1 do in these assays?
AmpC inh detg: 2%; AMA1-RON2 inh: -9%; Giardia FBPA inh: -3%; HCV inh: -15%; HCMV inh: -16; Sm TGR block: 5%

How did COc1cccc(CNC(=O)CSc2ncc3c(n2)-c2cc(Cl)ccc2N(C)S3(=O)=O)c1 do in these assays?
AmpC inh detg: 1%; HCMV inh: -2; Sm TGR block: 10%

How did CCOC(=O)c1ccc(-c2n[nH]c(=O)c3ccccc23)cc1 do in these assays?
AmpC inh detg: -12%; AMA1-RON2 inh: -6%; Giardia FBPA inh: 8%; HCV inh: 6%; HCMV inh: -5; Sm TGR block: 0%

What do the screens show for `O=C(O)CCCCCNC(=O)/C(=C\c1ccco1)NC(=O)c1ccco1`?
AmpC inh detg: -4%; AMA1-RON2 inh: 14%; Giardia FBPA inh: inconclusive; HCV inh: 9%; HCMV inh: -5; Sm TGR block: 100µM*

How did CCn1nc(NC(=O)C(C)(C)C)c2cc3cccc(C)c3nc21 do in these assays?
AmpC inh detg: 0%; AMA1-RON2 inh: 86%[activator]; Giardia FBPA inh: -11%; HCV inh: inconclusive; HCMV inh: 22; Sm TGR block: 6%

Results for CCCCn1c(N)c(N(CC)C(=O)CSc2nnnn2-c2cc(C)ccc2C)c(=O)[nH]c1=O ?
AmpC inh detg: 1%; AMA1-RON2 inh: -14%; Giardia FBPA inh: 6%; HCV inh: -16%; HCMV inh: 5; Sm TGR block: -11%

How did COc1cccc(C(=O)Nc2ccc(S(=O)(=O)NCc3ccco3)cc2)c1 do in these assays?
AmpC inh detg: inconclusive; AMA1-RON2 inh: inconclusive; Giardia FBPA inh: -2%; HCV inh: 25µM*; HCMV inh: 41; Sm TGR block: -10%

What do the screens show for `COc1ccc(C2CC(c3ccc(C)cc3)=NN2C(=O)c2ccccc2)cc1` (configuration not stated)?
AmpC inh detg: 4%; AMA1-RON2 inh: -5%; Giardia FBPA inh: 5%; HCV inh: 4%; HCMV inh: 0; Sm TGR block: 15%

Results for Cc1ccc(NC(=S)NCCSc2ccc(Cl)cc2)cc1 ?
AmpC inh detg: -4%; AMA1-RON2 inh: 21%; Giardia FBPA inh: -6%; HCV inh: -15%; HCMV inh: inconclusive; Sm TGR block: -16%

Results for CC(=O)Nc1ccc(S(=O)(=O)NC2(C(F)(F)F)C(=O)Nc3c2c(=O)[nH]c(=O)n3Cc2ccccc2)cc1 (configuration not stated) ?
AmpC inh detg: -9%; AMA1-RON2 inh: -7%; Giardia FBPA inh: 8%; HCV inh: 5%; HCMV inh: 21; Sm TGR block: -4%

Screens as filed in PubChem BioAssay.
